RAD54 branch: blocks human RAD54 Holliday junction branch migration. FAM/BHQ fluorescence. inhibition, % at 10.4 µM. 360,000 compounds, 0.14% hits. AID 602329;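 active means mean normalized replicate activity at least 40 and at least half of replicates scoring 40 or more; inconclusive means only one of the two criteria met; inactive means mean below 40 and under half of replicates reaching 40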;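 further: 0% = median of neutral control wells and 100% = median of positive control wells; inhibitors cause a drop in the FAM fluorescence signal; in these data hits start at about 50%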
E-selectin induc: induces E-selectin expression in human endothelial cells | P16581 | HUVEC E-selectin immunofluorescence imaging; normalized: neutral wells 0, TNF-alpha wells 100 | activation, % at 7.58 µM | 260,000 compounds, 0.37% hits;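 active means mean E-selectin-positive cell signal at least 10% of the positive control, reached in at least 60% of replicates, without over 20% cell loss; inconclusive means no rule given, readout overlaps actives, possibly toxicity-flagged; inactive means the rest, including those meeting only one limit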;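 further: in these data hits start at about 27%; measured in HUVEC primary endothelial cells; signal is the percent of cells scored E-selectin positive by PE staining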
Target sequence (P16581 whole entry, looked up): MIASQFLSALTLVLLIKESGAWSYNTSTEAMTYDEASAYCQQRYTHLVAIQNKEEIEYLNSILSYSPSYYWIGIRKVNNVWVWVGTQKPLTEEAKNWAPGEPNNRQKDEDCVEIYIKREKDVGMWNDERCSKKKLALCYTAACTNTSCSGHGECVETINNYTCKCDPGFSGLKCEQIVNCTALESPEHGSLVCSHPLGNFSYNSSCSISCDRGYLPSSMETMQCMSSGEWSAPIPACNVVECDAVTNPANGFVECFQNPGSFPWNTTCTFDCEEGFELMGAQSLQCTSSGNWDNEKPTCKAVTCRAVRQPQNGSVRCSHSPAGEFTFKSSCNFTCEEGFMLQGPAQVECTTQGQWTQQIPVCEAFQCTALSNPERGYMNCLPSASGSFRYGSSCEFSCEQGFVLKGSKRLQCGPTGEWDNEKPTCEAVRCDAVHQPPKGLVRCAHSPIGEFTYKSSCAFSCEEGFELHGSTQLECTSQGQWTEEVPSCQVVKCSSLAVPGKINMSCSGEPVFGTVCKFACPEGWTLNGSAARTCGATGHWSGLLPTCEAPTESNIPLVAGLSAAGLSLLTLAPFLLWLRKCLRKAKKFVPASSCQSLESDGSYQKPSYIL
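System: HUVEC, human umbilical vein endothelial cells; quantity: 3,000 cells/well; buffer or medium: EGM-2 medium, gelatin-coated wells; dosing: single-point compound dose; detection: immunofluorescence imaging; evaluation: % PE-positive cells; benchmarks: TNF-alpha, DMSO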
RAD52 anneal inh: blocks human RAD52 DNA annealing; recombinant RAD52 DNA annealing, FRET fluorescence; inhibition, % at 18.7 µM; 360,000 compounds, 0.46% hits;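 active means every replicate showing at least 50% inhibition; inconclusive means mean inhibition at least 50% but not in every replicate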
Target sequence (P43351 whole entry, looked up): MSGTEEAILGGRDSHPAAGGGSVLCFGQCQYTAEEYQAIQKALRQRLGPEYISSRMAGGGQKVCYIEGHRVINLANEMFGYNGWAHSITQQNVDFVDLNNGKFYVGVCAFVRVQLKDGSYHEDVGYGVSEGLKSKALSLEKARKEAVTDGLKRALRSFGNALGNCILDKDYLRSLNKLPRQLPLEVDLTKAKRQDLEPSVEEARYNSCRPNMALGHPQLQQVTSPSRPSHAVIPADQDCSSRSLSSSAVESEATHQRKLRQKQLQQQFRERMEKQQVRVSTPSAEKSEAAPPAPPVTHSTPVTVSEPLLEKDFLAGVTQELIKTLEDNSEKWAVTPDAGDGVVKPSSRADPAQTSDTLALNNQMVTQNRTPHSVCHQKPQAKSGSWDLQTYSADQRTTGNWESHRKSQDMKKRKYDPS
esBAF inh: SWI/SNF esBAF complex inhibition. reporter increase, % at 12.5 µM. 350,000 compounds, 2% hits. mouse ES cells, Bmi1-luciferase knock-in reporter, 24 h; 100% = twice the neutral-well signal; in the data active means activation above about 40%; inconclusive means no clear call, values can overlap the other calls;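 further: 0% = median of the plate's neutral control wells and 100% = double that signal; a rise in the Bmi1 reporter signal indicates esBAF inhibition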
EWS-Fli block: EWS/Fli transcriptional activity inhibition; A673 NR0B1-luciferase reporter, viability-normalised; inhibition, % at 12.6 µM; 350,000 compounds, 0.67% hits; AID 651661;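 active means mean inhibition of at least 50% after viability correction, with every replicate also passing that limit; inconclusive means mean reaches 50% but only one of two replicates passes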;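 further: firefly luciferase signal divided by Alamar Blue viability fluorescence both relative to DMSO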
FN deposition inh: fibronectin deposition inhibition; AH1F fibroblasts, Alexa488-fibronectin deposition fluorescence, overnight; AID 743247; 350,000 compounds, 0.086% hits; inhibition, % at 12.6 µM;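 active means mean inhibition across replicates of 30% or more, regardless of how many single replicates reach that level; inconclusive means mean under 30% yet at least half of replicates reach 30%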;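 further: positive control wells lacked labelled fibronectin entirely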
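Material: AH1F fibroblast monolayer depositing Alexa488-labelled fibronectin into matrix / Amount: 10000 AH1F cells per well / Signal: fluorescence 485/525 nm / Medium: DMEM, 2% serum / Compound: single dose, pinned / Incubation: 1 h cell adhesion before compound, then overnight fibronectin incubation / Reagent: Alexa488-FN, 24 nM final / Read-out: inhibition of fibronectin deposition signal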
S100A4 MyoIIA: blocks human S100A4 binding to myosin IIA peptide; P26447; S100A4/TAMRA-MyoIIA peptide fluorescence polarization; inhibition, % at 10.7 µM; 360,000 compounds, 0.14% hits;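 active means mean inhibition of at least 70% across replicates, with every replicate also reaching that level; inconclusive means mean inhibition reaches 70% but some replicates fall short; inactive means mean inhibition below 70%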
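System – human S100A4 monomer protein, biochemical binding assay · Buffer or medium – Calcium-containing HEPES buffer, pH 7.2 · Timing – 5 min between mix addition and reading · Also added – TAMRA-labelled myosin IIA heavy-chain peptide probe, 5 nM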
Xi reactivation: reactivates the inactive X chromosome in mouse fibroblasts; XiGFP mouse fibroblasts, % GFP-positive cells imaging, 3 d; cells co-treated with 5-aza-dC sensitizer; scaled so ellipticine positive control = 100%; activation, % at 7.58 µM; 360,000 compounds, 0.055% hits;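 active means mean normalized replicate activation at least 10% and every replicate at or above 10%; inconclusive means only one of the two criteria met; inactive means mean below 10% and not all replicates reach 10%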;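 further: 0% = median of on-plate neutral control wells and 100% = ellipticine 6 µM median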
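Schedule: 3 d treatment, 15 min room-temperature fixation; system: 68-5-11 XiGFP fibroblast line; buffer or medium: DMEM plus 5-aza-dC sensitizer; control set: ellipticine 6 µM positive control; compound: one concentration, pinned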
The depositor's hits bear a star; i = inactive; ? = inconclusive; / = not tested or not shown; & = joins results of further samples.

Results follow in this order: FN deposition inh | S100A4 MyoIIA | EWS-Fli block | esBAF inh | RAD52 anneal inh | Xi reactivation | E-selectin induc | RAD54 branch
Cc1noc(C)c1S(=O)(=O)N(C)C[C@H]1OCCCC[C@H](C)Oc2ccc(NC(=O)NC(C)C)cc2C(=O)N([C@H](C)CO)C[C@H]1C
    -5 | -7 | -20 | 1 | 0 | 0.3 | / | 1
CCCNC(=O)N1C[C@H](O)COC[C@H]2O[C@H](CC(=O)N3CCN(C)CC3)CC[C@@H]21
    7 | 36 | -6 | -5 | -9 | 0.0 | 0.1 | -2
CCOC(=O)C1(C(=O)OCC)NC(=O)CC1C(C)C (configuration not stated)
    -7 | 4 | 3 | -8 | -2 | 0.0 | / | /
COc1ccccc1Nc1nnc(SCC(=O)N2CCCC2)s1
    / | -5 | -13 | 11 | -11 | / | / | -3
COC(=O)CSc1nnc(CNC(=O)c2ccc(S(=O)(=O)N3CCOCC3)cc2)n1C
    -7 | 4 | 1 | / | -14 | 0.2 | -0.1 | /
Cc1ccc(C(=O)Nc2ccc3c(c2)OCCO3)cc1S(=O)(=O)N1CCOCC1
    4 | 5 | -70 | 70* | -12 | 0.0 | 0.3 | 2
CSc1cccc(NC(=S)NC(=O)c2cccnc2)c1
    -2 | -1 | -1 | 11 | -9 | 0.0 | 0.0 | 2
COc1cc2c(cc1OC)CC(C(=O)NCc1ccccc1)NC2 (configuration not stated)
    4 | 4 | -6 | -4 | -33 | 0.2 | -0.1 | -15
C[C@H](CO)N1C[C@H](C)[C@@H](CN(C)S(=O)(=O)c2cccs2)OCCCC[C@H](C)Oc2ccc(NC(=O)Cc3ccccc3)cc2C1=O
    / | / | 17 | -4 | / | 0.7 | 0.2 | -1
Cc1cc(N2CCN(C(=O)OC(C)(C)C)C[C@H]2C)ccc1Br
    -5 | -16 | 12 | / | -12 | 0.1 | -0.3 | /
OC[C@H]1[C@@H](c2ccc(-c3ccccc3)cc2)[C@@H]2CN(CCC(F)(F)F)CCCCN12
    / | 10 | 10 | / | -1 | -0.1 | -0.6 | 4
CCc1cc2cc(C)ccc2nc1SCC(=O)NNC(=O)c1ccco1
    14 | 1 | 4 | 0 | -11 | 0.1 | 0.4 | -17
CC(OC(=O)CCCN=C1NS(=O)(=O)c2ccccc21)C(=O)Nc1ccccc1[N+](=O)[O-] (configuration not stated)
    5 | -5 | -3 | -5 | -8 | 0.1 | / | 6
COc1ccc(C(=O)Nc2cccc3c2CCCC3)cc1OC
    -2 | -3 | -4 | 3 | -10 | 0.0 | 0.2 | -4
C[C@H](CO)N1C[C@H](C)[C@@H](CN(C)S(=O)(=O)c2cccc(F)c2)Oc2ncc(Br)cc2C1=O
    -1&-2 | 2&46 | 2&2 | -7&4 | 1&-3 | -0.1&-0.8 | -0.2&-0.3 | -1&1
CC(=O)N/N=C/c1cc(C(C)(C)C)cc(/C=N/NC(C)=O)c1O
    1 | -3 | -2 | / | -21 | 0.0 | 0.0 | -1
N#Cc1ccsc1NC(=O)C1CCN(C(=O)c2ccc(Cl)cc2)CC1
    1 | -4 | 14 | / | -11 | 0.0 | -0.2 | /
Cc1ccc(NC(=O)COC(=O)CNC(=O)c2cccs2)cc1S(=O)(=O)N1CCOCC1
    -6 | 5 | -3 | 4 | -8 | -0.2 | / | -5
CN(C)CCNc1ccc(CO)c2oc3ccc(O)cc3c(=O)c12
    4 | 13 | 55* | / | 81* | 0.4 | 0.5 | /
CN(C(=O)c1ccco1)c1nnc(C23CC4CC(CC(C4)C2)C3)s1
    -10 | -2 | -37 | 67* | 5 | 0.0 | / | -5
Cc1noc(C)c1COc1ccccc1C(=O)N1CCN(S(=O)(=O)c2ccc(F)c(F)c2)CC1
    -1 | 4 | -3 | 2 | 4 | 0.0 | 94* | -3
CC(C(=O)Nc1ccc(C#N)cc1)N(C)CC(=O)N(C)c1c(N)n(Cc2ccccc2)c(=O)[nH]c1=O (configuration not stated)
    -5 | 0 | 4 | / | -11 | 0.2 | 0.1 | 5
CNC(=O)C[C@@H]1CC[C@@H]2[C@H](COc3ccc(NC(=O)Nc4ccccc4F)cc3C(=O)N2C)O1
    2 | 11 | -1 | -3 | 11 | 0.3 | 0.1 | -6
CCCNC(=O)N1C[C@H](O)COC[C@@H]2O[C@H](CC(=O)N3CCOCC3)CC[C@H]21
    4 | -12 | -8 | -12 | -4 | 0.0 | 0.1 | 2
O=C(CSc1ncccn1)N1CCCC1
    -4 | 0 | -2 | -7 | -2 | 0.4 | / | 12
COc1ccc(C2C=C(C)Nc3nc4ccccc4n32)cc1 (configuration not stated)
    3 | -1 | -51 | / | -23 | 0.5 | / | -3
CC[n+]1ccc(/C=C/c2c[nH]c3ccccc23)cc1
    -37 | -12 | 22 | -7 | -444 | 0.7 | -0.4 | -205
CC1(C)CC(=O)C=C(NC2CCCCCC2)C1
    -1 | -3 | / | 10 | 0 | / | / | 5
O=C(COC(=O)c1ccc(O)cc1)NC1CCCCCC1
    -5 | -4 | -12 | 1 | -14 | 0.1 | / | 9
COc1ccc(-c2ccc3n(c2=O)C[C@@H]2[C@@H](CO)[C@H](C(=O)N(C)C)N(CC4CCOCC4)[C@H]32)cc1
    / | 9 | 19 | -6 | -12 | 0.1 | -0.2 | 6

The list goes on, overlapping the part above by four compounds.
Results follow in this order: FN deposition inh | S100A4 MyoIIA | EWS-Fli block | esBAF inh | RAD52 anneal inh | Xi reactivation | E-selectin induc | RAD54 branch
CC[n+]1ccc(/C=C/c2c[nH]c3ccccc23)cc1
    -37 | -12 | 22 | -7 | -444 | 0.7 | -0.4 | -205
CC1(C)CC(=O)C=C(NC2CCCCCC2)C1
    -1 | -3 | / | 10 | 0 | / | / | 5
O=C(COC(=O)c1ccc(O)cc1)NC1CCCCCC1
    -5 | -4 | -12 | 1 | -14 | 0.1 | / | 9
COc1ccc(-c2ccc3n(c2=O)C[C@@H]2[C@@H](CO)[C@H](C(=O)N(C)C)N(CC4CCOCC4)[C@H]32)cc1
    / | 9 | 19 | -6 | -12 | 0.1 | -0.2 | 6
FC(F)(F)c1cccc(CNc2ncccc2-c2nc3cc(Cl)ccc3o2)c1
    3 | / | / | -2 | / | / | 20 | -6
CC(=O)Nc1ccc(C(=O)OCC(=O)N2CCC(Cc3ccccc3)CC2)cc1
    5 | -2 | 8 | -3 | -11 | 0.2 | 0.0 | 0
CC(C)C(=O)Nc1ccc(C(=O)Nc2nnc(C(C)(C)C)s2)cc1
    -10 | -2 | 0 | / | -22 | 0.0 | / | /
CCOc1ccc(N2CC(NC(=O)c3cccc4ccccc34)CC2=O)cc1 (configuration not stated)
    6 | -5 | 5 | 0 | 6 | 0.0 | / | /
COc1ccc(-c2cc(C(=O)N3CCN(S(=O)(=O)c4ccccc4)CC3)[nH]n2)cc1
    20 | 0 | -5 | 7 | -7 | 0.3 | 0.1 | -9
O=C1NC[C@H](CCCCN2C[C@H](Cc3ccc(O)cc3)N(CCC3CCCCC3)C(=O)C2=O)N(CCc2ccccc2)C1=O
    -9 | -5 | -3 | / | 16 | -0.1 | 1.0 | /
C[C@H](CO)N1C[C@H](C)[C@H](CN(C)C(=O)c2cnccn2)Oc2ncc(-c3cccc(F)c3)cc2C1=O
    / | 10 | 5 | -5 | 4 | 0.7 | -0.3 | 2
CN(C(=O)c1cc2ccccc2o1)c1c(N)n(Cc2ccccc2)c(=O)[nH]c1=O
    -1 | -7 | 1 | 10 | -29 | 0.0 | -0.6 | 4
NS(=O)(=O)c1cccc(NC(=O)Cn2cc(C(F)(F)F)cc(Cl)c2=O)c1
    6 | -5 | 6 | -5 | -17 | 0.1 | 0.0 | -7
Cc1ccc(S(=O)(=O)N(C)C[C@H]2Oc3ccc(NC(=O)CCC(F)(F)F)cc3CC(=O)N([C@H](C)CO)C[C@@H]2C)cc1
    / | 14 | 4 | -6 | 11 | -0.2 | 0.2 | -5
CCC/C(C#Cc1ccc(N(C)C)cc1)=C1/c2ccccc2C(=O)N1c1ccccc1
    / | -3 | -6 | -2 | i | 4.5 | 0.0 | -19
Cc1ccc(NC(=O)CN(C)C(=O)COC(=O)c2ccc(NC(=O)CC#N)cc2)cc1
    -8 | -4 | 1 | -8 | -49 | 0.1 | -0.2 | 9
CCc1ccc(NC(=O)CN2CCC(C(=O)c3ccc(OC)cc3)CC2)cc1
    0 | -19 | 13 | -7 | -11 | 0.5 | 0.0 | -5
O=C(C[C@H]1C=C[C@H](NC(=O)Nc2cc(F)ccc2F)[C@@H](CO)O1)NCCCN1CCOCC1
    0 | 12 | 0 | -7 | -2 | -0.1 | -0.2 | 4
Cc1ccccc1CN1[C@@H]2c3ccccc3C[C@@H]2OCCS1(=O)=O
    -9 | -4 | -2 | -8 | -12 | 0.0 | -0.1 | -14
CS(=O)(=O)N(CC(=O)NCc1ccncc1)c1ccc(Cl)c(Cl)c1
    / | -7 | 10 | -1 | -1 | / | / | 0
C[C@@H]1CN([C@@H](C)CO)C(=O)c2cc(NC(=O)Nc3cccc4ccccc34)ccc2O[C@H]1CN(C)S(=O)(=O)c1ccc(F)cc1
    / | -15 | -2 | -5 | -4 | 0.1 | -0.2 | -6
O=C(CSc1nnc(NC(=O)c2ccccc2F)s1)NC1CCCC1
    -6 | 24 | -41 | 32 | -7 | 0.1 | / | -33
C[C@H]1CN([C@@H](C)CO)S(=O)(=O)c2ccc(C3=CCCCC3)cc2O[C@@H]1CN(C)C(=O)Cc1cccnc1
    8 | -1 | 18 | 2 | -8 | -0.1 | -5.2 | -9
COc1ccc(CN(C)CC2CCCN(CCc3ccccc3C)C2)cc1O (configuration not stated)
    -4 | -2 | 5 | -4 | -3 | 0.1 | / | 0
O=C(/C=C/c1ccco1)NC(=S)Nc1nc(-c2ccc3ccccc3c2)cs1
    -5 | -4 | ? | / | -9 | 0.0 | / | -8
COc1cc2c(cc1OC)CN(C(=S)Nc1cccc(Cl)c1C)CC2
    -4 | 1 | -2 | 1 | -6 | 0.0 | 7.3 | /
Cc1cc(Br)ccc1SCC(=O)OCC(=O)Nc1ccc2[nH]c(=O)[nH]c2c1
    -2 | -2 | 5 | 0 | -5 | 0.4 | -0.6 | 7
Cc1cc(C)cc(OCc2nnc(SCC(=O)N3CCCCC3)o2)c1
    3 | -7 | -4 | -5 | -18 | 0.4 | / | 1
